NSD2 HMT inh = NSD2 histone methyltransferase inhibitors, primary screen, biochemical, AlphaScreen, single concentration, set 2; actives 0.54% (n = 310,000); inhibition, % at 12.5 µM; AID 743445, 2014; NSD2 peptide methylation, 120 min; in the data active means inhibition above about 50%
Mot1-301 SUMO = yeast Mot1-301 growth rescue at high temperature, primary screen, SUMOylation pathway inhibitor project, S. cerevisiae, ATP luminescence, 38.5C. S. cerevisiae Mot1-301 growth rescue; percent above DMSO median, 100 means doubled. growth rescue, % at 18.8 µM. actives 1% (n = 320,000). AID 2716, 2010;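 active means every valid replicate shows activation above 250% relative to neutral control wells; inactive means the rest, any valid replicate at or below 250%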;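 further: OY570 slx delta 5 strain wells were the positive control but not used for scaling; some compounds called inactive have numbers as strong as hits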
LANA DNA inh = inhibitors of KSHV C-LANA binding to DNA, primary screen, biochemical, fluorescence polarization, FAM-LBS DNA, MBP-C-LANA, single point; inhibition, % at 9 µM; Kaposi's sarcoma herpesvirus LANA C-terminal domain (residues 932-1162) DNA binding; actives 0.078% (n = 340,000);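 active means highest replicate inhibition at or above 60% at 9 µM, even if other replicates fall short; inactive means all replicates below 60% inhibition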;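 further: 0% = neutral control wells and 100% = 4 µM acridine orange control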
cardiac RTF act = cardiac RTF calcium sensitivity activators, primary screen, biochemical, IANBD-TnC fluorescence, EC20 calcium | AID 493008, 2010 | actives 0.24% (n = 340,000) | IANBD-labeled TnC RTF fluorescence at EC20 calcium; 0% EC20 calcium, 100% full calcium | activation, % at 7.2 µM | Troponin I, cardiac muscle (Homo sapiens) + Troponin T, cardiac muscle (Homo sapiens) + …;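 active means activation above the mean over all tested compounds plus 3 SD, cut at about 30% in these data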;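 further: rise in fluorescence read as greater calcium sensitivity of cardiac thin filaments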
Cardiac RTF inh = cardiac RTF calcium sensitivity inhibitors, primary screen, biochemical, IANBD-TnC fluorescence, EC70 calcium. IANBD-labeled cardiac RTF, Ca2+ fluorescence. Troponin I, cardiac muscle (Homo sapiens) + Troponin T, cardiac muscle (Homo sapiens) + …. inhibition, % at 7.15 µM. AID 493244, 2011. actives 0.12% (n = 340,000);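 active means inhibition above the mean inhibition of all tested compounds plus 3 SD, cut at about 17% in these data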;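 further: assay run at fixed EC70 calcium of 1.6 mM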
Keap1 Nrf2 FP = Keap1-Nrf2 protein-protein interaction inhibitors, primary screen, biochemical, fluorescence polarization, single point; Keap1 Kelch-Nrf2 peptide fluorescence polarization, 1536-well; inhibition, % at 9.4 µM; actives 0.15% (n = 340,000); in the data active means inhibition above about 12%;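 further: human Keap1 Kelch domain with fluorescein labeled Nrf2 9mer peptide probe; 0% = neutral control wells and 100% = peptide positive control; higher means more block of Keap1 binding to Nrf2 peptide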
CDK5 p35 inh = inhibitors of human CDK5/p35 kinase, primary screen, biochemical, single concentration; Cyclin-dependent kinase 5 (Homo sapiens) + Cyclin-dependent kinase 5 activator 1 (Homo …; Recombinant CDK5/p35, ADP-Glo luminescence, 60 min; inhibition, % at 10 µM; actives 0.01% (n = 330,000); AID 488839, 2010;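 active means highest replicate inhibition of at least 50% and at least 75% of replicates reaching 50%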;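 further: plate controls were DMSO neutral control for no effect and GW8510 at 10 µM for full effect; many of its hits are not listed in these tables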
Target sequence (Q00535 whole entry, looked up): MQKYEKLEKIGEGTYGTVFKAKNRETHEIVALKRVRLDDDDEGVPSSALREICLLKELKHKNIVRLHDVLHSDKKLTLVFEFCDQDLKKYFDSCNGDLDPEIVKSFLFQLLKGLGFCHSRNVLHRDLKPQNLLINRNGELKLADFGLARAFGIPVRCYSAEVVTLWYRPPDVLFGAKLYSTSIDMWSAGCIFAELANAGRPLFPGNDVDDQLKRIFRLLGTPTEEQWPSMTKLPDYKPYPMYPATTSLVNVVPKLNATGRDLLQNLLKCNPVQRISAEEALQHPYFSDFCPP
Target sequence (Q15078 whole entry, looked up): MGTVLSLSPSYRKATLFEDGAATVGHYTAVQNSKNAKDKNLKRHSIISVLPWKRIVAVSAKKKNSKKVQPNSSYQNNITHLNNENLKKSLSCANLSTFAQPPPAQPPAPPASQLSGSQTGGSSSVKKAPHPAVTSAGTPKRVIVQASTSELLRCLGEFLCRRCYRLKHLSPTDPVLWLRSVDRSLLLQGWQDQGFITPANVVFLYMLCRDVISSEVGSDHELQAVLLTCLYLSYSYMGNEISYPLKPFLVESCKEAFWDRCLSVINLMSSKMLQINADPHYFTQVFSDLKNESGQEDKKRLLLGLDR
PvdQ inh = P. aeruginosa PvdQ acylase inhibitors, primary screen, biochemical, fluorescence, plate reader and imaging, single point | purified PvdQ acylase | inhibition, % at 10 µM | actives 0.063% (n = 340,000) | AID 488965, 2010; in the data active means inhibition above about 30%, passing the limit was not always enough;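 further: 0% = vehicle neutral wells and 100% = reference inhibitor wells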
dFosB act = activators of delta FosB homodimer, primary screen, biochemical, fluorescence polarization, TAMRA-CDK5 oligo, single point; Protein FosB (Mus musculus), P13346; purified delta FosB; percent of positive-control signal above neutral wells; activation, % at 25 µM; actives 0.99% (n = 340,000);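 active means mean activation above about 17%, with every replicate also reaching it, limit read from the data, passing the limit was not always enough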;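 further: fluorescence polarization rise as delta FosB binds a TAMRA Cdk5 AP-1 oligo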
Rtt109 Vps75 = inhibitors of C. albicans Rtt109/Vps75 HAT, primary screen, biochemical, ThioGlo CoA-SH fluorescence, plate reader; actives 0.16% (n = 330,000); purified Rtt109/Vps75, 4 h; inhibition, % at 34.9 µM; Histone acetyltransferase RTT109 (Candida albicans (strain SC5314 / ATCC MYA-2876)), …;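 active means inhibition of at least 50% in every replicate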
Target sequence (Q5AAJ8 whole entry, looked up): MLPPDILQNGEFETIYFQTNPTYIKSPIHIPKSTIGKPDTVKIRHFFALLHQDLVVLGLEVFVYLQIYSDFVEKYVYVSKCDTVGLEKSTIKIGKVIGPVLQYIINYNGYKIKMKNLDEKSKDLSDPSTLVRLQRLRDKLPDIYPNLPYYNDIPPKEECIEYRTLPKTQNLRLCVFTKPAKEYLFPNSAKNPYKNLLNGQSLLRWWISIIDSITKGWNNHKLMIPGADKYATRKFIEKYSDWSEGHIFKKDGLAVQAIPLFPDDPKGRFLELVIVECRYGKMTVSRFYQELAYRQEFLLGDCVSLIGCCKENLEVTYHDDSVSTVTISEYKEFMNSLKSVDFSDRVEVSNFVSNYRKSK
PfHsp90 yeast 2 = growth inhibition of PfHsp90-expressing yeast, primary screen, antimalarial PfHsp90 inhibitor project, S. cerevisiae, BacTiter-Glo luminescence, single point, set 2 | BacTiter-Glo ATP, 48 h; yeast lacking PDR1 and PDR3 efflux regulators | inhibition, % at 9.4 µM | actives 0.32% (n = 310,000);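 active means every replicate shows inhibition above about 80%, whatever the replicate mean, limit read from the data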;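 further: 0% = DMSO neutral controls and 100% = 20 µM radicicol positive controls; yeast relying on Plasmodium falciparum Hsp90 in place of its own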
* hit, by the source's call; · = not tested or not shown.

SMILES	NSD2 HMT inh	Mot1-301 SUMO	LANA DNA inh	cardiac RTF act	Cardiac RTF inh	Keap1 Nrf2 FP	CDK5 p35 inh	PvdQ inh	dFosB act	Rtt109 Vps75	PfHsp90 yeast 2
COc1ccc(NC(=O)CN(C)C(=O)C2CC(=O)N(Cc3ccc(C)cc3)C2)cc1 (configuration not stated)	-5	48	·	0	-11	·	0.2	-9	7	·	-16
Cc1ccc(OCC(=O)N2CCCCC2C)c([N+](=O)[O-])n1 (configuration not stated)	-2	180	-1.4	-2	-7	-2	-0.4	-14	-9	4	-4
CCOc1ccc2nc(NCCNC(=O)c3cc(OC)c(OC)c(OC)c3)c(C#N)cc2c1	-1	14	4.7	2	-13	1	0.9	-24	0	-3	-1
O=C1CCN(Cc2ccccc2)C=C1C(=O)c1ccccc1	·	·	2.5	2	2	-4	-4.3	1	0	17	7
Nc1c(C(=O)CSc2nnc(COc3ccc(Cl)cc3)o2)c(=O)[nH]c(=O)n1C1CC1	0	-5	-0.5	-2	3	-2	-0.4	-7	3	-3	0
COc1ccc(-c2cnc3nc(/N=C/N(C)C)nn3c2/N=C/N(C)C)cc1	2	4	0.2	4	-2	-1	1.8	17	-2	-8	13
O=C1c2[nH]c(=O)[nH]c(=O)c2CN1Cc1ccccc1	-1	·	-1.7	3	-4	4	0.0	11	0	-6	9
Brc1ccc(CN2CCN(c3ccccc3)CC2)o1	24	7	0.5	-2	-3	-9	0.7	-15	-1	-2	-24
O=C(CN1C(=O)CCS(=O)(=O)c2ccccc21)Nc1ccccc1F	2	2	-0.8	3	-6	2	0.8	-7	2	-5	16
CCCCCc1cc(=O)oc2c(C(CCN3CCN(c4ccccc4)CC3)c3ccc4c(c3)OCO4)c(OC)cc(OC)c12 (configuration not stated)	·	-13	1.9	-3	-15	-3	0.7	5	11	-2	·
CCCCCCSc1ccc([C@H]2N[C@@](Cc3ccccc3)(C(=O)OC)[C@H]3C(=O)N(C)C(=O)[C@@H]23)cc1OC	·	-1	0.8	-6	-11	-3	-0.7	-11	-3	-3	7
COCCNC(=O)CSc1nc2cc(OC)c(OC)cc2c(=O)n1Cc1ccc(OC)cc1	-2	-2	-1.8	-1	-10	2	0.9	-2	4	6	12
CN(Cc1cnccn1)C(=O)CC1C(=O)NCCN1Cc1ccc(F)cc1Cl (configuration not stated)	1	-24	1.2	2	0	-1	1.7	4	-3	1	3
CCOC(=O)c1c(S(=O)(=O)NCC(C)c2ccccc2)c(C)n(C)c1C (configuration not stated)	5	353	0.2	-2	-7	-9	1.2	10	0	-14	0
Cc1cc[n+](-c2[nH]c(=O)sc2/C=N/N=C(\[O-])c2ccncc2)cc1C	·	-4	1.3	-6	0	2	-3.3	6	3	3	17
COc1ccc(OC)c(S(=O)(=O)Nc2cccc(F)c2)c1	5	-12	-0.1	-9	-2	-2	0.2	1	-5	3	-5
CCNC(=O)NC(=O)C(C)Sc1ccc2c(c1)OCCO2 (configuration not stated)	5	-3	0.9	4	-8	2	-0.6	0	8	14	5
COc1ccccc1CC(=O)NCCc1ccc(S(N)(=O)=O)cc1	19	3	-4.7	7	1	2	0.6	7	-6	18	·
CCC(=O)Nc1nnc(S(=O)(=O)N2CCc3ccccc32)s1	·	-13	-0.6	7	-1	4	2.0	3	-11	4	-13
CC(=O)Nc1ccccc1C(F)(F)F	-6	7	-0.4	-2	-2	2	0.5	10	-11	9	-12

The final two entries of the section above come first, to join the parts:
SMILES	NSD2 HMT inh	Mot1-301 SUMO	LANA DNA inh	cardiac RTF act	Cardiac RTF inh	Keap1 Nrf2 FP	CDK5 p35 inh	PvdQ inh	dFosB act	Rtt109 Vps75	PfHsp90 yeast 2
CCC(=O)Nc1nnc(S(=O)(=O)N2CCc3ccccc32)s1	·	-13	-0.6	7	-1	4	2.0	3	-11	4	-13
CC(=O)Nc1ccccc1C(F)(F)F	-6	7	-0.4	-2	-2	2	0.5	10	-11	9	-12
O=C(CC(=O)Nc1ccccn1)Nc1ccccn1	-2	270	-1.4	2	-6	-1	-0.5	0	0	-4	3
O=C(O)CCN1C(=O)c2ccc(NC(=O)CSCc3ccccc3)cc2C1=O	-3	4	0.2	10	-15	-2	2.9	-9	-4	1	-31
CCOC(=O)CC1CCCCN1C(=O)CCCn1nnnc1CN1CCOCC1 (configuration not stated)	30	-11	-0.3	-8	0	1	-1.0	-2	-9	1	-6
CC(NC(=O)CCc1nnc(C2CCCCC2)o1)c1ccc(F)cc1 (configuration not stated)	-3	-16	-0.9	-8	5	2	0.4	1	3	0	5
CCC(=O)Nc1ccc(NC(=O)c2cc3ccccc3o2)cc1	0	13	-1.8	-1	2	-2	0.5	-5	2	-12	-13
CCCS(=O)(=O)N1CCC(C(=O)NCCCN2CCC(Cc3ccccc3)CC2)CC1	3	11	-0.5	16	1	-5	-0.5	-23	-7	1	·
Cc1cc(NC(=O)CSc2ccccc2)no1	1	0	-0.1	1	0	-2	0.2	0	3	0	25
CCc1ccc2nc(N3CCN(C(=O)C(C)(C)C)CC3)sc2c1	-3	35	0.4	2	-5	2	0.6	-2	1	-16	19
COc1ccc(C2(c3ccc(OC)cc3)NC(=O)N(CC(=O)NCC(C)c3ccccc3)C2=O)cc1 (configuration not stated)	-3	28	-0.5	2	-3	0	-1.2	-16	-16	24	-11
Cc1ccc(C)c(NC(=S)N(CCc2nc3cc(C)c(C)cc3[nH]2)Cc2cccnc2)c1	2	423	2.4	-4	-4	3	-0.4	-1	-3	-5	-12
COc1ccc(N2CS(=O)CC2=O)cc1 (configuration not stated)	4	-1	1.6	-1	-20	-4	-0.3	-8	5	-6	·
O=C(Nc1ccccc1)Nc1ccc2ocnc2c1	-6	-7	0.6	4	16	1	1.7	2	4	4	-2
COc1ccc(NC(=O)c2ccc(S(=O)(=O)NCc3cccnc3)cc2)cc1	-2	27	-1.2	4	-6	-2	1.3	-4	-4	3	9
CS(=O)(=O)N1CCN(c2nnc(-c3ccccc3)c3ccccc23)CC1	1	-10	-0.7	3	0	-7	-1.1	-6	-7	-4	-5
COc1ccc(C(=O)Nc2cnccn2)cc1[N+](=O)[O-]	·	0	0.0	-4	1	1	1.1	1	-2	-6	-8
CCOC(=O)C1=CN(CC)S(=O)(=O)NC1CC (configuration not stated)	·	·	0.2	-4	-5	-4	2.3	3	2	11	0
Cc1cc(NS(=O)(=O)c2ccc(NC(=O)CSc3nc4sc(C(=O)O)c(C)c4c(=O)[nH]3)cc2)no1	0	2	0.2	-1	-3	-1	-1.1	-6	5	-1	8
CC(C)c1ccc(CNc2nnnn2C)cc1	-3	15	-0.6	-4	-4	-5	2.2	-10	2	1	2
CCOC(=O)COc1coc(CN2CCN(c3ccc(F)cc3)CC2)cc1=O	4	151	2.4	3	0	-3	-0.6	-18	1	6	-6
O=C(CC1Sc2ccccc2NC1=O)NCc1ccc(Cl)cc1 (configuration not stated)	·	1	-1.9	0	4	-1	0.1	-16	9	-4	23
CCOc1cc(/C=C2\SC(=N)N(c3nccs3)C2=O)ccc1OCCN1CCOCC1	21	2	0.4	2	-11	-4	-0.1	5	4	-1	-4
CN1CCN(C(=S)NC(=O)c2ccco2)CC1	0	-13	-0.8	1	-10	3	0.5	-8	-5	-3	-2
Cc1c(Cl)cccc1NC(=O)Cn1nc(C)n2cccc2c1=O	0	0	-0.6	-7	1	-2	2.6	7	3	46	18
COCCNC(=S)Nc1ccccn1	2	176	0.7	4	5	4	-1.8	-13	1	-8	-19
Cc1c(C(c2cc(O)ccc2O)c2c(C)n(C)n(-c3ccccc3)c2=O)c(=O)n(-c2ccccc2)n1C	-2	·	0.6	6	1	-9	-0.4	-11	-2	0	21
COc1ccc2[nH]cc(CCn3ccc(O)c(C/C=C/c4ccccc4)c3=O)c2c1	6	-12	0.7	2	-6	-1	-0.4	0	-1	19	·
COc1ccccc1C(=O)COC(=O)/C(=C/c1ccccc1)NC(C)=O	4	20	-0.2	-2	6	3	-0.9	-6	-6	1	17
O=C(CNC(=O)c1ccccc1F)OCc1nc2ccc(Cl)cc2n1CCO	1	0	2.4	-3	-10	-5	-0.1	14	-6	0	22
Cc1noc(C)c1CN(C(=S)NC1CC2CCC1C2)c1ccccc1 (configuration not stated)	-3	-2	3.1	10	2	-1	2.8	-4	-7	0	30
CCOC(=O)COc1ccc(S(=O)(=O)NCc2ccco2)cc1	1	-19	2.5	2	-1	-1	0.3	12	-9	-1	2
CN1C(=O)C2CN(CCc3ccccc3)CNC2N(C)C1=O (configuration not stated)	·	-13	0.0	1	1	-6	1.1	-10	-2	3	15
CC(C)Oc1ccc(S(=O)(=O)N2CCOCC2)cc1NC(=O)Cc1cccs1	0	55	0.8	-5	-5	-6	-0.2	2	-6	13	0
CC(=O)COC(=O)CNC(=O)c1ccc(Br)cc1	12	31	-1.7	-1	-6	-1	-1.5	-3	-4	·	·
COc1ccccc1Oc1ncnc2sccc12	-2	·	0.7	5	4	-1	2.6	0	-1	3	-14
COc1ccc(OCCCC(=O)Nc2cccc(C(C)=O)c2)cc1	-4	-3	-0.3	3	2	1	0.7	-6	1	-1	0
O=C(CSc1nnc(-c2ccccc2O)o1)NC1CCCCC1	56*	-6	0.7	-3	-11	0	0.4	-12	-1	-8	18
CSCCC1NC(=O)N(CC(=O)Nc2cccc(S(=O)(=O)N3CCCCCC3)c2)C1=O (configuration not stated)	0	-2	3.2	7	-6	-3	0.1	-17	-7	11	·
COc1ccc(CNC(=O)Nc2ccc([N+](=O)[O-])cc2)cc1	·	11	0.3	-5	-1	4	2.0	-6	7	0	·

Part of the list above in order of molecular weight, high to low.
SMILES	NSD2 HMT inh	Mot1-301 SUMO	LANA DNA inh	cardiac RTF act	Cardiac RTF inh	Keap1 Nrf2 FP	CDK5 p35 inh	PvdQ inh	dFosB act	Rtt109 Vps75	PfHsp90 yeast 2
CCCCCCSc1ccc([C@H]2N[C@@](Cc3ccccc3)(C(=O)OC)[C@H]3C(=O)N(C)C(=O)[C@@H]23)cc1OC	·	-1	0.8	-6	-11	-3	-0.7	-11	-3	-3	7
CS(=O)(=O)N1CCN(c2nnc(-c3ccccc3)c3ccccc23)CC1	1	-10	-0.7	3	0	-7	-1.1	-6	-7	-4	-5
O=C(CC(=O)Nc1ccccn1)Nc1ccccn1	-2	270	-1.4	2	-6	-1	-0.5	0	0	-4	3
